DSG3 Ab inh: inhibitors of pemphigus antibody binding to human desmoglein-3; P32926; DSG3-coupled beads, scFv-anti-DSG3-GFP binding, flow cytometry; hits give low values; binding (percent of control), % at 10 µM; 310,000 compounds, 0.48% hits; AID 588358;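 active = binding more than 3 SD below its plate's average and above zero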;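 also: hits lower antibody fragment binding to DSG3; some compounds called inactive have numbers as strong as hits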
Target sequence (P32926 whole entry, looked up, the tested form may be a part): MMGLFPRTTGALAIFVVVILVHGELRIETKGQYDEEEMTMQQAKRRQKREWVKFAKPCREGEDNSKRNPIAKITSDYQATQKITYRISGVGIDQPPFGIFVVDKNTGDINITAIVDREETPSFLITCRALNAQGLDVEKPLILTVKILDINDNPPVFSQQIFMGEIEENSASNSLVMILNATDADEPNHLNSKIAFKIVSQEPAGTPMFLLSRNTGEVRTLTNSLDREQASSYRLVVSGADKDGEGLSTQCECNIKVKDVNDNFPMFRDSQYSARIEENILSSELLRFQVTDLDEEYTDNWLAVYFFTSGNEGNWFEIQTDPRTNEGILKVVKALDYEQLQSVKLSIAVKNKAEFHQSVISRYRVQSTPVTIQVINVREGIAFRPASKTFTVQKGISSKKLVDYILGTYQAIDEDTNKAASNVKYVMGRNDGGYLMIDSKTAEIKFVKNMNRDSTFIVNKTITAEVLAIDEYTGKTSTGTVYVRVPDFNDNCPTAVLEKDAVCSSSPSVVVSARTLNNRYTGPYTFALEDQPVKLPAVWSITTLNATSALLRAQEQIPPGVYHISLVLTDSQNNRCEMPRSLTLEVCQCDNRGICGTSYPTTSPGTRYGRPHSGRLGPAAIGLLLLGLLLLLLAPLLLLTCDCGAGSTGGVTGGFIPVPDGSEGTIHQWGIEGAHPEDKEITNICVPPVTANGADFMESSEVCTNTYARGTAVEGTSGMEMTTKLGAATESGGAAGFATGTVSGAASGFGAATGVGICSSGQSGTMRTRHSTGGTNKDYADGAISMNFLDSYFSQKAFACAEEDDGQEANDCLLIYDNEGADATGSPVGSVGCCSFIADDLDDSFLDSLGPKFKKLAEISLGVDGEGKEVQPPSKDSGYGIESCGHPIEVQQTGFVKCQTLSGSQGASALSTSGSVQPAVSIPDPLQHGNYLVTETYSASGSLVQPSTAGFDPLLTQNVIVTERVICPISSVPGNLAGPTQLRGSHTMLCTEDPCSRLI
OPRM1-OPRD1 inv: mu-delta opioid heterodimer inverse agonism; P35372+P41143; cell-based MOR-DOR heterodimer luminescence; inhibition, % at 9.3 µM; 340,000 compounds, 0.21% hits; in the data active = inhibition above about 22%, passing the limit was not always enough;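 also: 0% = cells with DMSO and 100% = wells without cells with DMSO; values of inactives mirror those of a sister screen read the other way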
PKA-R1A act: activates the PKA-R1A holoenzyme complex; 340,000 compounds, 0.083% hits; AID 504707; PKA-R1A dissociation, Cy5-IP20 fluorescence polarization; scaled: DMSO 0%, 113 µM cGMP 100%; activation, % at 11.4 µM; P00514+P68181;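 active = percent activation above the mean of all tested compounds plus 3 SD, cut at about 19% in these data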;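 also: higher means more PKAc released from R1A so a rise in polarization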
PfHsp90 set2: inhibits growth of yeast expressing Plasmodium falciparum Hsp90; inhibition, % at 9.4 µM; S. cerevisiae expressing PfHsp90, BacTiter-Glo ATP, 48 h; yeast lacking PDR1 and PDR3 efflux regulators; 310,000 compounds, 0.32% hits;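 active = every replicate shows inhibition above about 80%, whatever the replicate mean, limit read from the data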;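 also: 0% = DMSO neutral controls and 100% = 20 µM radicicol positive controls; yeast relying on Plasmodium falciparum Hsp90 in place of its own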
OPRM1-OPRD1 ag: agonists of human mu-delta opioid receptor heterodimerization. P35372+P41143. cells, OPRM1-OPRD1 heterodimerization, luminescence. activation, % at 9.3 µM. 340,000 compounds, 0.3% hits. AID 504326; in the data active = activation above about 18%;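 also: 0% = vehicle-treated cells and 100% = reference agonist; values of inactives mirror those of a sister screen read the other way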
phage Ecoli inh: E. coli growth loss with phage present. growth absorbance. inhibition, % at 11.9 µM. 360,000 compounds, 0.26% hits. AID 651602; in the data active = inhibition above about 11%
HTR5A inv ctr: counter-screen for OPRM1-OPRD1 inverse agonists: human HTR5A inverse agonism; inhibition, % at 9.3 µM; 340,000 compounds, 0.083% hits; P47898; HTR5A cell line, luminescence; in the data active = inhibition mostly above about 23%, no sharp cut-off; inactive = mostly below about 18%;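 also: 0% = cells with DMSO and 100% = no-cell wells with DMSO; some compounds called inactive have numbers as strong as hits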
E coli growth: reduces bacterial viability in AddAB counter-screen. inhibition, % at 11.9 µM. 330,000 compounds, 0.27% hits. E. coli V3065 growth, OD600 absorbance, 18 h;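 active = inhibition above the campaign's mean inhibition across all tested compounds plus 3 SD, cut at about 9.9% in these data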;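 also: uninfected addAB+ strain grown without phage in ampicillin broth; 0% = DMSO wells and 100% = ciprofloxacin 0.95 µg/ml wells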
SUMO Mot1 rescue: SUMOylation pathway inhibition by Mot1-301 growth rescue. S. cerevisiae Mot1-301 growth rescue, ATP luminescence, 38.5C; percent above DMSO median, 100 means doubled. growth rescue, % at 18.8 µM. 320,000 compounds, 1% hits. AID 2716;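 active = every valid replicate shows activation above 250% relative to neutral control wells; inactive = the rest, any valid replicate at or below 250%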;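 also: OY570 slx delta 5 strain wells were the positive control but not used for scaling; some compounds called inactive have numbers as strong as hits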
AddAB inh: less growth of phage-infected E. coli with AddAB; 330,000 compounds, 0.29% hits; E. coli expressing H. pylori AddAB, absorbance growth; inhibition, % at 11.9 µM; AID 435030; in the data active = inhibition above about 12%;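 also: 0% = vehicle wells of infected cells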
HTR5A ag ctr: counter-screen for OPRM1-OPRD1 agonists: human HTR5A agonism | P47898 | HTR5A agonist assay, luminescence, cell-based | activation, % at 9.3 µM | 340,000 compounds, 0.61% hits; in the data active = activation mostly above about 9.5%, no sharp cut-off; inactive = mostly below about 7.6%;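 also: 0% = cells with vehicle only and 100% = reference agonist; strong numbers were not always called active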
An asterisk follows results filed as active; . = no result given.

SMILES	DSG3 Ab inh	OPRM1-OPRD1 inv	PKA-R1A act	PfHsp90 set2	OPRM1-OPRD1 ag	phage Ecoli inh	HTR5A inv ctr	E coli growth	SUMO Mot1 rescue	AddAB inh	HTR5A ag ctr
CCOC(=O)N1CCN(C(=O)c2ccc(CNS(=O)(=O)c3ccc(OC)cc3)cc2)CC1	102	6	-14	-13	-1.1	2.7	-4	-0.9	14	0.7	0
COc1ccc2c(c1OC)C(=O)N1c3cccc(Cl)c3C(=O)OC21 (stereo unspecified)	100	1	2	5	-0.1	1.4	-16	0.3	-1	-0.1	-3
O=C(NCCc1ccccc1)C1CCCN(C(=O)Nc2ccc(F)cc2)C1 (stereo unspecified)	.	6	-6	14	-1.0	-0.5	-1	-1.3	56	2.8	8
CCOc1ccccc1/C=N/NC(=O)c1cc(C(C)C)[nH]n1	102	7	4	-2	-1.2	-0.2	9	-2.1	12	2.5	0
CN(CC(=O)NC1CC1)S(=O)(=O)c1ccc(Br)cc1	100	3	-5	0	-0.5	-1.7	-18	2.0	-6	2.0	1
Cn1c(=O)c(S(=O)(=O)C(C)(C)C)c(O)c2ccccc21	92	14	2	21	-2.9	1.5	16	1.0	13	0.6	0
Cc1cc(C)c(C#N)c(SCC(=O)N(CCC#N)c2ccc3c(c2)OCCO3)n1	100	16	-11	18	-3.3	3.2	-7	.	.	.	-1
CCOc1ccc(NC(=O)COc2nsnc2N2CCCCC2)cc1	102	-26	-4	-30	5.0	2.3	-38	-0.3	100	0.5	0
NC(=S)NNC(=O)COc1ccccc1O	90	16	-3	-4	-3.2	3.0	9	0.8	87	-0.6	1
Cc1cccc(OC(=O)c2ccncc2)c1C	96	16	-10	-12	-2.9	0.5	2	0.8	12	5.9	-2
CCN1CCN(c2cc(C)c3cc(NC(=S)N4CCCC4)ccc3n2)CC1	103	-4	-6	9	0.7	-1.1	-11	-4.2	19	3.8	4
CCOc1ncccc1C(=O)OCc1ccccc1	103	-17	-1	-6	2.4	5.8	-2	2.3	197	4.9	1
COc1ccc(N2CCN(CC(=O)Nc3ncc(C)s3)CC2)cc1	96	17	1	-8	-3.7	-0.4	6	-0.3	-13	-3.0	-2
O=C(NCc1ccc2c(c1)CCO2)Nc1ccccc1	116	1	1	16	-0.2	3.5	1	-0.9	261	-1.1	-3
CC(C)Cc1cc(C(=O)N2CCCC(CO)(Cc3ccc(F)cc3)C2)no1 (stereo unspecified)	99	-13	-9	-24	2.4	0.6	-14	0.6	23	3.5	-2
O=C1CN(C(=O)N[C@@H](Cc2ccccc2)C(=O)N[C@@H](C(=O)O)c2ccccc2)c2ccccc2N1	103	13	-9	-21	-2.4	-0.3	6	-0.4	12	2.1	2
CCCCn1c(=N)n(CC(=O)O)c2ccccc21	102	20	-3	-34	-3.9	4.4	-10	0.0	3	4.3	1
CCOC(=O)Nc1ccc2c(CN3CCN(S(=O)(=O)c4ccccc4F)CC3)cc(=O)oc2c1	100	3	1	-13	-0.4	1.5	-2	.	.	.	-3
C=CCn1c(=N)n(CC(=O)c2ccc(Cl)cc2)c2ccccc21	95	-22	-4	5	3.8	1.8	-1	-0.8	-3	-2.3	0
Cc1ccc(C(=O)OCC(=O)NC(C)C2CC3CCC2C3)cc1N (stereo unspecified)	.	7	-3	6	-1.6	0.8	-13	2.6	10	0.2	5
CC(OC(=O)c1cc(=O)[nH]c2ccccc12)C(=O)Nc1ccccc1F (stereo unspecified)	116	14	-9	.	-2.6	5.9	1	-2.4	6	0.2	-1
CCN(CC)S(=O)(=O)c1ccc(C(=O)NCC(c2ccc(OC)cc2)N2CCOCC2)cc1 (stereo unspecified)	98	15	-12	11	-3.0	2.8	-12	2.5	-10	1.7	4
COc1ccc(Cc2nnc(NC(=O)c3cc(OC)c(OC)c(OC)c3)s2)cc1	104	5	0	1	-0.9	2.5	2	-0.9	3	-1.5	-1
Cn1nc(-c2ccc(Cl)cc2)cc1NC(=O)CSCC(=O)O	112	.	.	.	.	2.0	.	0.1	-7	-1.5	.
S=C(Nc1ccc(N2CCOCC2)cc1)Nc1ccc2nc(-c3ccco3)c(-c3ccco3)nc2c1	84	-16	3	-5	2.8	3.5	-11	-2.6	-1	0.8	3

(cont.)
SMILES	DSG3 Ab inh	OPRM1-OPRD1 inv	PKA-R1A act	PfHsp90 set2	OPRM1-OPRD1 ag	phage Ecoli inh	HTR5A inv ctr	E coli growth	SUMO Mot1 rescue	AddAB inh	HTR5A ag ctr
COc1cc(/C=C(\NC(C)=O)C(=O)O)cc(OC)c1OC	110	.	.	.	.	1.5	.	0.0	-3	1.6	.
CCCCn1nnnc1NCc1ccc(N(CC)CC)cc1	97	12	5	7	-2.3	-0.5	-12	2.9	-13	0.7	0
CC1=C([N+](=O)[O-])C(c2ccccc2Cl)NC(=O)N1 (stereo unspecified)	103	14	-1	11	-3.0	1.8	1	-0.6	-15	0.1	0
O=C(O)c1ccccc1NS(=O)(=O)c1cccc(NS(=O)(=O)c2cc(Br)ccc2Br)c1	100	2	-7	-31	-0.4	2.3	-6	1.0	16	-0.7	2
O=C(COc1ccc([N+](=O)[O-])cc1)NNC(=O)Nc1cccc(F)c1	118	11	-6	-2	-2.0	0.0	13	-2.1	111	0.3	7
Cc1c(C(=O)Nc2ccc3c(c2)OCO3)sc2nc(-c3ccccc3)cn12	123	4	-2	-13	-0.8	1.9	-29	2.3	-8	0.7	1
COCCN1C(=O)CS/C1=C(/C#N)C(=O)NCc1ccco1	97	-14	-2	-16	3.1	0.6	2	-0.5	-3	1.3	-1
COc1ccc(NC(=O)CNCc2ccc(Cl)cc2)cc1S(=O)(=O)N1CCOCC1	99	-3	-14	-19	0.8	0.3	24	-0.1	17	-0.5	-10
CCCCCn1ccc(=N)cc1	117	12	-5	-10	-2.7	1.6	7	-3.4	5	2.2	1
CCC(C(=O)NCCc1ccco1)n1nc(C)c2c(C)n(-c3ccccc3)nc2c1=O (stereo unspecified)	86	12	6	-14	-2.3	2.5	15	-3.3	-1	2.3	2
O=C(NCCCc1ccccc1)C(=O)NCC1OCCN1S(=O)(=O)c1cc(F)ccc1F (stereo unspecified)	.	17	-15	4	-3.3	0.4	10	-1.5	-12	-0.9	2
CCOCC(=O)Nc1ccc(S(=O)(=O)Nc2ncccn2)cc1	105	12	0	-31	-2.6	0.2	9	0.0	11	3.0	-1
c1ccc2nc3c(nc2c1)[nH]c1ccccc13	102	5	3	49	-0.9	1.9	6	0.1	7	-0.5	6
Cc1ccc(S(=O)(=O)NCc2cccnc2)cc1C	95	10	-2	-6	-2.1	2.9	-22	0.2	7	2.7	6
Cc1ccc(CNC(=O)CCS(=O)(=O)c2cccc3nonc23)cc1	.	11	-13	.	-2.1	-0.6	6	0.1	17	1.8	0
O=C(O)c1ccc(-c2ccc(O)c(F)c2)cc1	102	2	3	10	-0.4	2.1	-39	1.4	-1	0.8	13
Cc1c(C(=O)O)cccc1-n1c(C)cc(/C=C(/C#N)C(=O)NCc2ccccc2)c1C	.	.	.	11	.	3.3	.	1.5	-13	2.4	.
Cn1c(=O)c2c(nc(CN3CCN(CCO)CC3)n2Cc2ccccc2Cl)n(C)c1=O	115	-7	-8	11	1.2	1.5	-2	-2.4	-1	-2.4	-4
C=CCC[C@H](Cc1ccc(F)cc1)C(=O)OC[C@@H](Cc1c[nH]c2ccccc12)NC(=O)[C@@H](CC=C)CC(=O)N[C@H](CO)Cc1ccccc1	107	12	-1	7	-2.2	2.9	3	-3.7	-8	-3.0	-1
CCOC(=O)/C(C#N)=C/N1CCOCC1	100	9	-7	4	-1.6	-2.1	-29	2.0	441	1.2	10
CSc1cccc(NC(=O)c2c(Cl)cnn2C)c1	104	17	-1	-17	-3.0	2.8	-10	-1.7	11	-0.3	0
CN1CCN(c2ccc(S(=O)(=O)N3CCOCC3)cc2)CC1	95	13	-2	0	-1.9	0.2	-4	-1.5	-24	3.0	-1
O=C(CCCOc1cccc(Br)c1)NCCOc1ccccc1	.	9	6	-13	-1.4	-1.2	-12	-0.6	-7	1.2	-4
O=C(NCC1CCCO1)c1cn(Cc2ccccc2)nc1-c1ccc(Cl)cc1 (stereo unspecified)	101	-12	-4	-7	2.9	1.4	-2	-4.0	1	-0.2	1
CCNc1c([N+](=O)[O-])c(=O)oc2ccccc12	98	7	-3	4	-1.2	5.0	11	8.4	12	13*	-4

The final two compounds of the section before are carried over, then new ones follow.
SMILES	DSG3 Ab inh	OPRM1-OPRD1 inv	PKA-R1A act	PfHsp90 set2	OPRM1-OPRD1 ag	phage Ecoli inh	HTR5A inv ctr	E coli growth	SUMO Mot1 rescue	AddAB inh	HTR5A ag ctr
O=C(NCC1CCCO1)c1cn(Cc2ccccc2)nc1-c1ccc(Cl)cc1 (stereo unspecified)	101	-12	-4	-7	2.9	1.4	-2	-4.0	1	-0.2	1
CCNc1c([N+](=O)[O-])c(=O)oc2ccccc12	98	7	-3	4	-1.2	5.0	11	8.4	12	13*	-4
Cc1cccc(NS(=O)(=O)c2cccc3nsnc23)c1	110	14	-5	9	-2.5	2.6	15	1.6	-16	-0.9	-2
Cc1nc2ccccc2c(=O)n1/N=C/c1ccc(N(C)C)cc1	101	-3	8	-1	0.5	0.2	10	-1.9	-4	1.3	-4
CCOC(=O)CSc1nc(N)c(C#N)c(-c2ccc(OCC)cc2)c1C#N	89	2	-7	-7	-0.3	-0.2	4	-0.1	9	2.9	4
CCn1c(SCC(=O)Nc2ccc(C(C)=O)cc2)nnc1C1CC1	.	12	3	-7	-1.9	-4.2	13	0.4	-12	5.4	4
Cc1nn(Cc2ccccc2)c(C)c1NC(=O)CSc1nnc(-c2cc(Cl)ccc2O)n1C	102	2	-11	14	-0.4	2.2	-10	2.9	-2	3.5	2
COC(=O)c1cc(C)sc1NC(=O)C1CC(=O)NN1Cc1ccccc1 (stereo unspecified)	93	7	-6	-20	-1.1	4.1	-12	-2.0	68	-0.8	-2
CCC/C(O)=C1\C(=O)CC(C)(C)CC1=NCc1ccccc1	112	0	-2	-6	0.0	0.1	5	1.3	26	0.4	-3
CC12CCC(=O)N1C(C(=O)OCC(=O)Nc1sccc1C#N)CS2 (stereo unspecified)	108	14	11	-95	-2.4	1.5	-13	1.7	6	1.7	0
COC(=O)CSc1snnc1-c1ccc(Cl)c(Cl)c1	97	-5	-7	-5	0.8	3.4	2	-0.4	1	0.3	-2
CN(C)S(=O)(=O)c1cccc(COc2ncnc3c(Cl)cc(Cl)cc23)c1	103	10	-11	-23	-1.7	-1.9	-2	1.3	21	4.9	1
COc1cc(NC(=S)N2CCN(c3ccccn3)CC2)cc(OC)c1	100	6	-8	-1	-1.0	0.9	-23	-1.2	314	-0.3	7
CN1CCN(/C=N/c2c(C#N)cnn2-c2ccccc2)CC1	99	3	-1	1	-0.6	1.9	-23	0.5	-15	2.7	-1

Taken from above:
PKA-R1A act with `COC(=O)CSc1snnc1-c1ccc(Cl)c(Cl)c1` is entered as -7
SUMO Mot1 rescue with `CCn1c(SCC(=O)Nc2ccc(C(C)=O)cc2)nnc1C1CC1` is entered as -12

Bioassay records: PubChem BioAssay, several laboratories
